# GLP-1R agonist = qHTS of GLP-1 Receptor Agonists; Glucagon-like peptide 1 receptor (Homo sapiens), P43220; HEK293 GLP-1R CRE-luciferase, luminescence, 4-6 h; cells express a hypersensitive GLP-1R form; Potency, µM (doses to about 45.6 µM), inactives show top-dose activation, hits mostly activators; 380,000 compounds, 0.007% hits; further: potency means the concentration at half of the fitted maximal effect; % of control where 0% means no effect
# Target sequence (P43220 whole entry, looked up): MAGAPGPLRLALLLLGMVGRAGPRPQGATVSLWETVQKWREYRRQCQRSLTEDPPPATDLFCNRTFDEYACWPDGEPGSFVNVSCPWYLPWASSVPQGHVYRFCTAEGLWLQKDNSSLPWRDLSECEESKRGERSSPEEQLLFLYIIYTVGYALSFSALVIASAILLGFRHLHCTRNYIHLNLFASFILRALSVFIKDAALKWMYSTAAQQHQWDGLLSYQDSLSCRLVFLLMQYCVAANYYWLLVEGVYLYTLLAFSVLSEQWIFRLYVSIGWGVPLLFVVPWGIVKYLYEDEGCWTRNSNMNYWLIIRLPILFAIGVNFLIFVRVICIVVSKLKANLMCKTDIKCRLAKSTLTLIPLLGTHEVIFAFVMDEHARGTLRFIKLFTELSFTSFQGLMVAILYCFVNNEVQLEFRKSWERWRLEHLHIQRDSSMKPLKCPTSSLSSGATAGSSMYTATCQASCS
# D3 antag = qHTS of D3 Dopamine Receptor Antagonist: qHTS; D(3) dopamine receptor (Homo sapiens), P35462; D3R cells, DiscoveRx beta-arrestin luminescence, antagonist mode; hits give low values; max response, negative = inhibition, %; 360,000 compounds, 2.5% hits; AID 652054, 2013; in the data active means max response below about -50%; inconclusive means no clear call, values can overlap the other calls; further: on the % scale 0 is the no-effect control and ±100 the full control effect; mostly tested at two doses, the higher about 12 µM
#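 Cells plated overnight at 1500 cells/well, then exposed to library compounds with dopamine controls for 90 minutes at 37 degrees C. DiscoveRx reagent added for 30–60 minutes at room temperature; luminescence read, quantitative HTS format.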
# D3 ag = qHTS of D3 Dopamine Receptor Agonist: qHTS; 410,000 compounds, 0.58% hits; D3R DiscoveRx beta-arrestin cells, luminescence, 90 min; AID 652048, 2013; D(3) dopamine receptor (Homo sapiens), P35462; max activation, %; in the data active means max activation above about 30%; further: 0% is about no effect; mostly tested at two doses, the higher about 12 µM
#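 Cells at 1500/well, incubated overnight, then treated with pinned compounds (dopamine as control) for 90 min at 37 degrees C. DiscoveRx reagent added for 30 - 60 minutes at room temperature; luminescence read.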
# GLP-1R inv ag = qHTS of GLP-1 Receptor Inverse Agonists (Inhibition Mode); AID 624417, 2012; HEK293 GLP-1R CRE-luciferase, luminescence, 24 h; GLP-1R form is constitutively active; Glucagon-like peptide 1 receptor (Homo sapiens), P43220; Potency, µM (top dose mostly 38.3 µM), for the others: at the top dose activity change, negative = inhibition, most hits filed as inhibitors; 410,000 compounds, 1.6% hits; further: potency means the concentration at half of the fitted maximal effect; on the % scale 0 is the no-effect control and ±100 the full control effect; nearly all actives have a fitted effect of over 55% in size
#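 HEK293 cells stably co-expressing constitutively active GLP-1R and a cAMP-responsive luciferase reporter were seeded in DMEM with 10% Nu serum, given compounds after 12 h, and incubated 24 h at 37 deg C. Luminescence was then read.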
# HEK293 tox = qHTS of GLP-1 Receptor Inverse Agonists: Cytotox Screen. 410,000 compounds, 0.13% hits. HEK293 cAMP-luciferase reporter cells, luminescence, 24 h. Potency, µM (doses to about 38.3 µM), for inactives: at the top dose activity change, negative = inhibition, actives largely listed as inhibitors;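 further: loss of luciferase light is scored as toxicity; potency means the concentration at half of the fitted maximal effect; on the % scale 0 is the no-effect control and ±100 the full control effect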
#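 Compound-treated cells are incubated 24 hr at 37 deg C under 5% CO2 after a 12 hour attachment period, then luciferase detection reagent is added and luminescence is measured following 12 min at room temperature; lowered signal indicates toxicity.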
# PTHR1 agonist = qHTS for PTHR1 Agonists: Primary Screen; Parathyroid hormone/parathyroid hormone-related peptide receptor (Homo sapiens), Q03431; HEK293 GP2 PTHR1 cells, GloSensor cAMP luminescence, 1 h; Potency, µM (series often up to 115 µM), inactives show at the top dose activation, usual class: activators; 410,000 compounds, 0.075% hits; AID 743266, 2014; further: potency means the concentration at half of the fitted maximal effect; nearly all actives have a fitted effect of over 55% in size; some results filed as inactive show a strong effect at the top dose; inactives centre near -15; many of its hits are not listed in these tables
# Target sequence (Q03431 whole entry, looked up): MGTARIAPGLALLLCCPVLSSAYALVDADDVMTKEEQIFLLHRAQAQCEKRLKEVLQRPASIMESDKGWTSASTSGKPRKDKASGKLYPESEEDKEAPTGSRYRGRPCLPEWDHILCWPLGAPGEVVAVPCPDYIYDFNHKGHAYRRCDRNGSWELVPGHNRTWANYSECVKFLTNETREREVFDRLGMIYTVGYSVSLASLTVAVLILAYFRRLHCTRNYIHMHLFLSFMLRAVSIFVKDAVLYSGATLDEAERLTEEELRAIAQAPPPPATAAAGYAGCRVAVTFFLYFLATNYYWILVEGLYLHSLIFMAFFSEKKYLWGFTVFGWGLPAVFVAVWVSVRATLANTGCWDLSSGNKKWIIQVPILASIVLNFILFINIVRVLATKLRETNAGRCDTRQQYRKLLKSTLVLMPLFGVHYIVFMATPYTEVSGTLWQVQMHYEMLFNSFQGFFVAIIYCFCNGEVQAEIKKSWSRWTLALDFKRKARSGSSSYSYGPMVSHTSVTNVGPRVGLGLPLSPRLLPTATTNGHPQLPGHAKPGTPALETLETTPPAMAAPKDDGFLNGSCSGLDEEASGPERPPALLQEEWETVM
#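 HEK-293-derived GP2 cells expressing PTHR1 and a GloSensor cAMP reporter, 3,000/well, plated overnight, given luciferin plus IBMX (each 0.5 mM as added) for 1 h at 37 °C, then compound for 1 h at 37 °C. Luminescence was read after 15 min at room temperature.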
# KB-V1 cytotox = qHTS assay for MDR1-selective chemotherapeutics: Primary screen using the drug-selected MDR subline cells KB-V1; AID 1347076, 2019; KB-V1 MDR cells viability, CellTiter-Glo, 72 h; Potency, µM (titrated, usually from 46.1 µM), inactives show at the highest dose activity change, negative = cytotoxicity, hits mostly cytotoxic; 400,000 compounds, 3.4% hits; further: potency means the concentration at half of the fitted maximal effect; on the % scale 0 is the no-effect control and ±100 the full control effect; nearly all actives have a fitted effect of over 60% in size
#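 KB-V1 MDR subline cells in DMEM (phenol-red free, 10% FBS) exposed to compounds in qHTS concentration series for 72 h at 37 degrees C. Viability read by CellTiter-Glo luminescence; concentration-effect curves fitted after normalization and correction.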
# aSyn rescue = qHTS of alpha-syn Inhibitors. Yeast expressing alpha-synuclein, growth rescue, BacTiter-Glo, 24 h. Potency, µM (titrated, usually from 46.1 µM), without a hit: at the highest dose growth rescue (activation), most hits filed as activators. 370,000 compounds, 0.14% hits. AID 652106, 2013; further: potency means the concentration at half of the fitted maximal effect; % of control where 0% means no effect; nearly all actives have a fitted effect of over 65% in size
#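 Screening used galactose-induced yeast with toxic alpha-synuclein levels, exposed to compound for 24 hr at 30 deg C. Cell growth, read with BacTiter-Glo luminescence, gave the measured signal.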
# TDP43 rescue = qHTS of TDP-43 Inhibitors | TDP-43 expressing yeast growth rescue, BacTiter-Glo, 24 h | Potency, µM (top dose mostly 46.1 µM), for the others: top-dose growth rescue (activation), most hits filed as activators | 410,000 compounds, 1.8% hits | AID 652104, 2013; further: potency means the concentration at half of the fitted maximal effect; % of control where 0% means no effect; nearly all actives have a fitted effect of over 50% in size
#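 Yeast cells expressing TDP-43 under galactose induction are exposed to compounds for 24 hr at 30 deg C. BacTiter-Glo luminescence measures growth, so protective compounds score as activators.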
# * = called active by the depositor; i = inactive; ? = inconclusive; nt = not tested or not shown; [ ] = remark or other dose. Unless noted, the call rests on the fitted dose curve; in most records, active means well fitted curve in the direction sought with a large enough effect; inconclusive means small, poorly fitted or top-dose-only effect, or another doubt; inactive means no such curve, though single readings can be large; an effect the other way counts as inactive or inconclusive. Only part of the results is shown (hit frequency here may not be typical).
Molecule | GLP-1R agonist | D3 antag | D3 ag | GLP-1R inv ag | HEK293 tox | PTHR1 agonist | KB-V1 cytotox | aSyn rescue | TDP43 rescue
O=C(Nc1ccncc1)c1cc(C2CCCCN2C(=O)CCCc2ccccc2)on1 (stereo not drawn) | 8.6% | 32.0 | 2.9 | -1.9% | -2.6% | -67.3%[inhibitor] | -15.3% | -5.4% | 7.5%
Cc1ccc(Nc2n[nH]c(C)c2[N+](=O)[O-])cc1C | 11.4% | -25.0 | -10.1 | -23.7% | -16.9% | -33.8%[inhibitor] | -15.3% | -13.4% | -12.5%
CCN(CC)CCN1C(=O)C(=O)/C(=C(/O)c2c(C)[nH]c(C(=O)OC)c2C)C1c1ccc(OC)cc1 (stereo not drawn) | 8.3% | -14.4 | -6.9 | -2.2% | 6.0% | i | 9.5% | 1.9% | -0.4%
Cn1c(-c2ccc(F)cc2)cc2onc(-c3c(F)cccc3Cl)c2c1=O | 0.9% | 23.0 | -7.0 | 0.2% | -6.0% | -43.9%[inhibitor] | 0.0% | 1.4% | -3.1%
COC(=O)C[C@H]1c2cc(F)ccc2S(=O)(=O)N1c1ccc(N(C)C)cc1 | 3.7% | 0.6 | 2.1 | 12.5% | 4.9% | -14.5% | ? | 2.5% | 18.1%
O=C(C1CC(=O)N(c2ccc(F)cc2)C1)N1CCCCCC1 (stereo not drawn) | 14.0% | -14.3 | 8.3 | 15.1% | -13.4% | -1.6% | ? | -3.3% | -11.3%
O=C(CSc1ccc(F)cc1)Nc1ccc(N2CCOCC2)c(Cl)c1 | 4.6% | -0.7 | -11.9 | ? | -3.2% | -91.6% | -9.4% | 3.6% | ?
Cc1ccccc1C(=O)N1CCC1(C)C(=O)NC(C)C (stereo not drawn) | 0.7% | -23.2 | -1.3 | 12.1% | 4.2% | i | 1.6% | 7.0% | 18.2%
CC(CNC(=O)c1ccc2nc(CCc3ccccc3)oc2c1)c1ccccc1 (stereo not drawn) | nt | nt | -14.4 | -5.1% | -13.5% | -54.3%[inhibitor] | -7.7% | nt | 6.3%
CCN(CC)CC(O)c1cccn1-c1ccc(CNC(=O)NC(C)C)cc1 (stereo not drawn) | -1.3% | 1.8 | 0.0 | 21.7% | 0.0% | -0.5% | -2.0% | -3.4% | 13.6%
COc1ccc(-c2noc(-c3ccc(N4CCOCC4)c([N+](=O)[O-])c3)n2)cc1 | nt | nt | 0.4 | -0.1% | -4.3% | -59.3%[inhibitor] | ? | nt | 6.5%
Cc1ccc(-c2nc(=S)c3c(n2Cc2cccnc2)CC(C)(C)OC3)cc1 | -0.7% | 12.6 | 4.3 | 4.9% | 0.1% | i | 8.2% | ? | -19.7%
CCOc1ccc(C2=CC(c3cccc(Br)c3)n3c(nc4ccccc43)N2)cc1Cl (stereo not drawn) | nt | nt | -26.0 | 5.0% | -7.0% | -29.7% | ? | nt | 12.6µM*
COC(=O)COc1ccc2oc(=O)cc(-c3cc4ccccc4o3)c2c1 | 11.9% | 6.9 | 0.3 | 103.0%[activator] | -1.4% | i | 24.8% | 1.6% | 1.1%
CC1CC(=O)N(CC(=O)Nc2ccc(F)cc2)c2ccccc2S1(=O)=O (stereo not drawn) | -4.7% | 17.9 | 4.2 | -2.1% | -12.5% | i | ? | 2.1% | 8.5%
COc1ccc(OC)c(Nc2nc(NCCC(C)C)nc(N)c2[N+](=O)[O-])c1 | 18.4% | -13.1 | 3.2 | -26.1% | 4.3% | -13.0% | 0.0% | 16.1% | 22.1%
Cc1ccc(C2CC(=O)NC3=C2C(=O)CCC3)cc1Br (stereo not drawn) | 0.4% | -14.5 | -8.4 | 1.3% | -8.8% | -8.2% | -5.6% | -3.0% | 0.2%
C[C@@H]1ON(C)[C@H]2C[C@H]3c4cc(-c5cccc(F)c5)ccc4CCN3C(=O)[C@@H]12 | -1.3% | 12.3 | 3.6 | -1.9% | -12.8% | -36.4%[inhibitor] | -13.1% | 1.1% | 28.7%
Cc1ccc(C2C3=C(CCCC3=O)OC3=C2C(=O)CCC3)cc1 | 8.2% | -15.3 | -14.4 | 8.9% | 9.3% | -22.5% | -22.2% | -3.4% | 1.4%
COc1ccc(C(=O)n2nc(C)c(Br)c2C)cc1OC | 7.1% | -24.4 | -8.8 | 54.6%[activator] | 25.5% | -19.3% | 5.3% | -0.7% | -7.9%

# Already shown: 3 of the compounds above.
Molecule | GLP-1R agonist | D3 antag | D3 ag | GLP-1R inv ag | HEK293 tox | PTHR1 agonist | KB-V1 cytotox | aSyn rescue | TDP43 rescue
O=C(Nc1ccncc1)c1cc(C2CCCCN2C(=O)CCCc2ccccc2)on1 (stereo not drawn) | 8.6% | 32.0 | 2.9 | -1.9% | -2.6% | -67.3%[inhibitor] | -15.3% | -5.4% | 7.5%
Cc1ccc(Nc2n[nH]c(C)c2[N+](=O)[O-])cc1C | 11.4% | -25.0 | -10.1 | -23.7% | -16.9% | -33.8%[inhibitor] | -15.3% | -13.4% | -12.5%
CCN(CC)CCN1C(=O)C(=O)/C(=C(/O)c2c(C)[nH]c(C(=O)OC)c2C)C1c1ccc(OC)cc1 (stereo not drawn) | 8.3% | -14.4 | -6.9 | -2.2% | 6.0% | i | 9.5% | 1.9% | -0.4%

# Other compounds:
Molecule | GLP-1R agonist | D3 antag | D3 ag | GLP-1R inv ag | HEK293 tox | PTHR1 agonist | KB-V1 cytotox | aSyn rescue | TDP43 rescue
CCOC(=O)C1=C(c2ccccc2)c2ccc(OC)cc2N(S(=O)(=O)C(F)(F)F)C1C(=O)OCC (stereo not drawn) | 23.1% | 54.2 | 38.5* | ? | -11.4% | -5.6% | 0.0% | -16.6% | 6.6%
COc1ccc(N(CC(=O)Nc2cc(OC)cc(OC)c2)S(=O)(=O)c2c(C)noc2C)cc1 | 0.5% | nt | 6.9 | -22.4% | 2.4% | -46.0% | -31.9% | nt | 8.6%
Cc1cccc(N2CCN(C(=O)C3CC(=O)N(C4CCCC4)C3)CC2)c1C (stereo not drawn) | -0.7% | 11.8 | -9.1 | -20.1% | -25.7% | ? | nt | 1.8% | 15.1%
COc1ccc(C2NC(=O)CCC2[N+](=O)[O-])cc1 (stereo not drawn) | 2.0% | -1.3 | 0.5 | 15.3% | -1.1% | -1.2% | ? | -1.6% | -6.4%
CCN(CC)CCN1CCN(c2cncc(-c3ccc4ccccc4c3)n2)CC1 | 18.3% | ? | -15.1 | ? | -12.2% | i | ? | -13.4% | -28.0%
CCCc1nc2cc(CC(=O)OC)ccc2o1 | -13.7% | -10.6 | 9.7 | -6.8% | 1.2% | 13.2%[57.5 µM] | -0.4% | -0.5% | 0.0%
CCSc1nnc2n(-c3cccc(C)c3)c(=O)c3c4c(sc3n12)CCCC4 | -8.0% | nt | 37.0* | 6.9% | -0.5% | -12.2% | ? | -2.4% | 13.6%
CCc1nn2c(=O)cc(COC(=O)c3ccccc3NC(=O)COc3ccc(F)cc3)nc2s1 | nt | nt | 0.6 | 13.5% | 3.1% | i | nt | nt | 16.2%
Cn1c(=O)c2c(nc3n2CC(O)CN3c2ccc(O)cc2)n(C)c1=O (stereo not drawn) | -4.3% | 13.8 | 8.2 | 25.7% | 10.6% | i | ? | -0.8% | -7.6%
CCOC(=O)c1ccccc1NC(=O)c1ccc2c(=O)n3c(nc2c1)CCCCC3 | -6.8% | 66.0 | 18.1 | -0.5% | -0.5% | i | ? | -0.5% | 5.1%
Cc1ccc(-c2nc(C)c(CCNS(=O)(=O)c3ccc(F)c(C(F)(F)F)c3)s2)cc1 | 1.2% | nt | 0.1 | ? | -15.7% | -16.4% | ? | -3.7% | 9.4%
CCOC(=O)C1(Cc2cccc(F)c2)CCN(C(=O)C2CCC2)CC1 | -1.7% | -24.3 | -8.5 | ? | -2.5% | -34.3%[inhibitor] | 10.0% | 15.3% | 2.0%
CS(=O)(=O)c1ccc(C(=O)Nc2ccc(-c3nc4ccccc4[nH]3)cc2)cc1 | 12.8% | -18.8 | -8.4 | 18.6% | 8.1% | -7.2% | -8.6% | -2.3% | -8.6%
Cn1ncc(Cl)c1C(=O)NCC1CCCO1 (stereo not drawn) | -2.5% | -0.5 | -5.3 | 9.2% | 14.6% | i | 23.4% | -4.7% | 7.0%
CC1=NC(C)(C)Cc2cc(C)c(C)cc21 | 1.6% | 3.6 | 1.4 | 5.6% | 2.1% | i | 3.3% | 1.9% | 3.5%
CCCCOc1c(Cl)cc(C(=O)N2CCN(CC(=O)N3CCCC3)CC2)cc1OCC | -4.2% | 19.9 | -20.6 | ? | -4.4% | -18.8% | ? | -1.2% | -5.3%
CCCCCn1c(=O)[nH]c2cc(C(=O)NCCCN3CCC(C)CC3)ccc2c1=O | -7.7% | ? | -1.9 | -14.7% | -24.5% | i | -33.4% | -0.4% | 26.6%
CCOC(=O)c1c(-c2cccs2)csc1NC(C)=O | 16.6% | 0.0 | -9.9 | ? | 63.6%[activator] | -13.9%[57.5 µM] | 11.5% | 7.2% | ?
CC1CCN(C(=O)CS(=O)(=O)Cc2ccccc2)CC1 | 12.1% | -6.7 | -6.9 | 2.1% | -6.9% | -6.7% | -21.9% | -3.6% | -2.1%
O=C(c1cc(-c2cccc(Cl)c2)on1)N1CCCCCC1 | 17.0% | -2.2 | 0.1 | ? | 1.6% | -13.2% | -18.9% | 5.7% | ?
O=C(c1cccc(F)c1)N1CCN(Cc2c[nH]c3ccccc23)CC1 | 1.2% | -7.6 | -14.3 | ? | 14.5% | -0.1% | 0.0% | 2.9% | -6.1%
